# Screening results as filed in PubChem BioAssay.
# CHO parental Ca: ATP-evoked calcium signal inhibitors, parental CHO, primary screen, counter-screen for OX1R antagonist project, cell-based, fluorescence, Fluo-8 calcium dye; AID 463079, 2010; 330,000 compounds, 0.63% hits; parental CHO-K1, ATP-induced calcium, Fluo-8 fluorescence; inhibition, % at 5.6 µM;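 active = inhibition above that plate's mean sample inhibition plus 3 SD, cut at about 26% in these data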;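 note: 0% = ATP-challenged DMSO wells and 100% = DMSO wells without ATP; some compounds past the cut are filed as inactive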
#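 material = parental CHO cells | also added = ATP as calcium-mobilizing challenge | dosing = single point at 5.6 µM | detection = intracellular calcium via Fluo-8 no-wash fluorescent dye | read-out = % inhibition | benchmarks = low control ATP plus DMSO, high control DMSO only | repeats = one well per compound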
# CHO-K1 Ca ag: counter-screen for M1 agonists: effect in parental CHO-K1 cells. 360,000 compounds, 0.48% hits. AID 602248, 2012. activation, % at 3 µM. Fluo-8 calcium fluorescence; scaled to maximal ATP response, vehicle zero; in the data active = activation above about 15%;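 note: untransfected CHO-K1 host cells lacking M1 receptor as counterscreen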
# M1 PAM parental: nonselective calcium activators in parental CHO-K1 cells, primary screen, counter-screen for M1 PAM project, cell-based, Fluo-8 calcium fluorescence, full deck, 1536-well. AID 602247, 2012. 360,000 compounds, 0.02% hits. activation, % at 3 µM. ATP EC20; 0% at ATP EC20, 100% at ATP max;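 active = activation above the run cutoff, the mean activation of all test compounds plus 3 SD, cut at about 40% in these data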;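 note: peak over basal fluorescence ratio in a 140 s read after ATP addition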
# CHRM1 antagonist: human M1 muscarinic receptor antagonists, primary screen, CHO-K1 cells, Fluo-8 calcium fluorescence, 1536-well. inhibition, % at 3 µM. AID 588852, 2011. CHO-K1 hM1, ACh EC80 antagonist. 360,000 compounds, 1.3% hits. Muscarinic acetylcholine receptor M1 (Homo sapiens), P11229;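 active = percent inhibition above its own plate's cutoff, namely the mean of that plate's compound wells plus 3 SD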;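 note: peak over basal fluorescence ratio during 140 s after agonist addition; 0% = ACh EC80 plus DMSO and 100% = DMSO alone without agonist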
# Target sequence (P11229 whole entry, looked up): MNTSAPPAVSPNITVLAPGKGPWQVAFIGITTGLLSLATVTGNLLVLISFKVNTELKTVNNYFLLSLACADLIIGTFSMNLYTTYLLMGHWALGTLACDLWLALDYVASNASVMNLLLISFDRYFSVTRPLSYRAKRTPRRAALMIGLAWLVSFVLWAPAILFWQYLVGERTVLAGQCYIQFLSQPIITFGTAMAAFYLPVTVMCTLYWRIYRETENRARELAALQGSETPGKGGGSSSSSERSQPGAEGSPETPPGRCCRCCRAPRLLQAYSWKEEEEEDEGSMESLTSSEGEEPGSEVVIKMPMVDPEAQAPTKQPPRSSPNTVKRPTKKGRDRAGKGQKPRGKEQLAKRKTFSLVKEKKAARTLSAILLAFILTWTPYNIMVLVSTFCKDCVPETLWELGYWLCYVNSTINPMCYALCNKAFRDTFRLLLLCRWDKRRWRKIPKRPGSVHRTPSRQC
# CHO-K1 Ca antag: counter-screen for M1 antagonists: effect in parental CHO-K1 cells | ATP-induced calcium, Fluo-8 fluorescence | inhibition, % at 3 µM | AID 602250 | 360,000 compounds, 0.6% hits;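 active = inhibition above a per-plate cutoff, the plate's mean sample inhibition plus 3 SD, cut at about 24% in these data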;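 note: 0% = DMSO plus EC80 ATP and 100% = DMSO alone without ATP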
# CHRM1 PAM: human M1 muscarinic receptor positive allosteric modulators, primary screen, CHO-K1 cells, Fluo-8 calcium fluorescence, 1536-well; activation, % at 3 µM; CHO-K1 hM1, ACh EC20; 0% = ACh EC20, 100% = maximal ACh; 360,000 compounds, 0.088% hits; Muscarinic acetylcholine receptor M1 (Homo sapiens), P11229; in the data active = activation above about 19%, passing the limit was not always enough
# TAAR1 ag: human TAAR1 agonists, primary screen, Fluo-8 calcium fluorescence, CHO RD-HGA16 cells. Trace amine-associated receptor 1 (Homo sapiens), Q96RJ0. vehicle wells 0%, saturating PEA agonist 100%. activation, % at 3 µM. 360,000 compounds, 0.99% hits;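 active = activation above the mean activation of all test compounds in the run plus 3 SD, cut at about 38% in these data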
# Target sequence (Q96RJ0 whole entry, looked up): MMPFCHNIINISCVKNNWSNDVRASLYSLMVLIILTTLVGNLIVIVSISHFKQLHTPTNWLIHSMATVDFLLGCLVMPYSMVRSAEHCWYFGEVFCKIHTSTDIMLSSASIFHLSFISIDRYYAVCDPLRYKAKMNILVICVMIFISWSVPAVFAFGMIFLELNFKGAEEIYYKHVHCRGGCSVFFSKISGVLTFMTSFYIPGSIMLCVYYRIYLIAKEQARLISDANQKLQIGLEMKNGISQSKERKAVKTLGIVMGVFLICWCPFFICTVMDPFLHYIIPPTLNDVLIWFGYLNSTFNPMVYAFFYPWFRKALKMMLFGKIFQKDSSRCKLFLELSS
#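 Test system: RD-HGA16 (CHO) cells co-expressing Gα16 and hTAAR1 | Doses: Single dose, 3 µM | Schedule: 17-24 h seeding, 75 min 37 °C dye, 30 min RT | Evaluation: % activation from peak over basal fluorescence ratio, DMSO-to-PEA scaled | Technique: Kinetic Fluo-8 calcium fluorescence | Benchmarks: Low control DMSO, high control PEA (EC100)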
# CHRM1 agonist: human M1 muscarinic receptor agonists, primary screen, Fluo-8 calcium fluorescence, CHO-K1 cells, HTS. CHO-K1 hM1, agonist mode; 0% DMSO, 100% acetylcholine EC100. activation, % at 3 µM. 360,000 compounds, 0.33% hits. AID 588814, 2011;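 active = activation above the run's mean compound activation plus 3 SD, cut at about 16% in these data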;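 note: peak over basal fluorescence ratio within a 140 s kinetic read after compound addition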
# TAAR1 antagonist: human TAAR1 antagonists, primary screen, Fluo-8 calcium fluorescence, CHO RD-HGA16 cells. Trace amine-associated receptor 1 (Homo sapiens), Q96RJ0. antagonist. inhibition, % at 3 µM. 360,000 compounds, 1.5% hits. AID 624466, 2012;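 active = inhibition above a per-plate cutoff, the mean inhibition of test compounds on that plate plus 3 SD, cut at about 49% in these data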;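 note: 0% = DMSO plus EC80 beta-PEA response and 100% = DMSO alone without agonist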
#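 Material: RD-HGA16 CHO cells with stable hTAAR1 and Gα16; Dosing: single nominal final test compound concentration of 3 µM; Schedule: seeding 17-24 h prior, 75-min 37 °C, 30-min RT dye loading; Detection: kinetic Fluo-8 calcium fluorescence measurement; Measure: % inhibition from peak post-agonist over basal fluorescence ratio; Benchmarks: vehicle and agonist controls.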
# The depositor's hits bear a star; nt = not tested or not shown. No enrichment for hits. Share with any hit: about 4.4%.
SMILES,CHO parental Ca,CHO-K1 Ca ag,M1 PAM parental,CHRM1 antagonist,CHO-K1 Ca antag,CHRM1 PAM,TAAR1 ag,CHRM1 agonist,TAAR1 antagonist
CC(NS(=O)(=O)c1ccc2c(c1)C(=O)c1cc(S(=O)(=O)NC(C)C(=O)O)ccc1-2)C(=O)O (stereo not given),1,0.2,-13,15,2,-9,2,-2,-18
CCN(CC)CCN(C(=O)c1cc2ccccc2cc1OC)c1nc2ccc(OC)cc2s1,-23,1.4,7,8,-15,-7,-1,-6,-7
CC(=O)c1ccc(-n2cc(-c3ccc(C(C)(C)C)cc3)[n+]3c2SCCC3)cc1,-4,-0.2,12,39*,-2,-32,0,-14,8
CC(=O)N1Cc2ccccc2C(C)CC12CCCC2 (stereo not given),-3,3.8,-6,4,7,0,11,-2,17
Cc1[nH]n(-c2ccccc2)c(=O)c1N=Nc1cccc([N+](=O)[O-])c1,-1,0.6,4,-11,2,8,0,-2,-18
CCc1ccc(OCC(=O)NCC(c2ccc(Cl)cc2)N2CCCCC2)cc1 (stereo not given),-23,-0.7,11,21,-3,-12,-1,-6,-34
CCn1c(CNC(=O)COc2ccc(C(C)C)cc2)nnc1SCC(=O)Nc1ccc(F)cc1,-23,3.6,-4,2,-3,0,10,1,4
CC(=O)N1N=C(c2ccc(Cl)cc2)CC1c1ccc([N+](=O)[O-])cc1 (stereo not given),-2,-0.6,-22,-5,3,19,2,4,-20
COC(=O)c1ccc(CSCC(=O)Nc2ccccc2)cc1,-4,0.6,8,4,-7,1,2,-4,-10
OC[C@H]1O[C@@](CO)(O[C@H]2O[C@H](CO)[C@@H](O)[C@H](O)[C@H]2O)[C@@H](O[C@H]2O[C@H](CO)[C@@H](O)[C@H](O)[C@H]2O)[C@@H]1O,nt,-0.1,-6,-1,0,-10,1,-1,1
COC(=O)c1ccc(NC(=O)c2cn(-c3cccc(C)n3)cn2)cc1,nt,0.7,-6,1,7,-7,9,0,2
Cc1ccnc(NC(c2ccsc2)c2ccc3ccc(C)nc3c2O)c1 (stereo not given),-2,1.2,16,0,-14,6,2,-14,-4
CCCN1CCN(CCCNC(=O)Cn2nc(-c3ccc(Cl)cc3)ccc2=O)CC1,3,0.5,30,-5,-10,8,-1,-7,-6
COc1ccccc1NC(=O)c1ccc(NC(=O)CN2C(=O)CN(C)C2=O)cc1,-11,0.4,8,-16,-15,8,1,-5,-25
C=CCSc1nc2sc3c(c2c(=O)n1-c1ccccc1)CCN(C)C3,-7,3.8,3,37*,1,-23,1,-8,-28

# Two records drawn at random from those above, as already listed:
SMILES,CHO parental Ca,CHO-K1 Ca ag,M1 PAM parental,CHRM1 antagonist,CHO-K1 Ca antag,CHRM1 PAM,TAAR1 ag,CHRM1 agonist,TAAR1 antagonist
CCc1ccc(OCC(=O)NCC(c2ccc(Cl)cc2)N2CCCCC2)cc1 (stereo not given),-23,-0.7,11,21,-3,-12,-1,-6,-34
CC(=O)c1ccc(-n2cc(-c3ccc(C(C)(C)C)cc3)[n+]3c2SCCC3)cc1,-4,-0.2,12,39*,-2,-32,0,-14,8

# Later entries
SMILES,CHO parental Ca,CHO-K1 Ca ag,M1 PAM parental,CHRM1 antagonist,CHO-K1 Ca antag,CHRM1 PAM,TAAR1 ag,CHRM1 agonist,TAAR1 antagonist
Cc1cc(C)c(C(=O)COC(=O)c2c(C)noc2C)cc1C,-23,0.3,12,-14,-19,11,2,-5,6
O=[N+]([O-])c1ccc(SCCO)nc1SCCO,-5,0.3,-17,-10,5,6,5,-1,-13
COc1cccc(C(=O)C2CCCN(Cc3cn(CC(N)=O)c4ccccc34)C2)c1 (stereo not given),-11,-0.1,-11,0,32*,-3,3,-13,15
CN1CCN(C(=O)CCN2C(=O)/C(=C\c3ccc(Cl)cc3)SC2=S)CC1,-7,0.3,12,19,5,-6,nt,-4,nt
CCCc1cc(=O)[nH]c(SCC(=O)Nc2nonc2C)n1,2,0.5,3,17,9,-8,1,-2,-37
COc1ccccc1CC(=O)Nc1cc(Cl)ccc1O,-7,2.5,9,3,-11,-2,6,-3,21
Cc1ccc2[nH]c(=O)c(-c3noc(C(C)C)n3)cc2c1,-4,0.1,31,1,0,2,0,-1,12
Cc1cc(OCC(=O)OCC(=O)N(Cc2ccccc2)C(C)(C)C)ccc1Cl,nt,0.2,-2,2,-2,-2,-1,-4,-3
CCOc1ccccc1Oc1c(C)oc2cc(OC(=O)c3ccco3)ccc2c1=O,-18,0.6,16,-10,-22,5,8,-7,-1
O=C(Nc1cccc(Cl)c1)Nc1ccc(Br)cc1F,10,3.8,-10,33*,15,-18,6,-1,19
CN(C(=O)c1cccc(NC(=O)Cc2ccccc2)c1)c1ccccc1,-13,4.0,6,-15,-10,10,2,0,-4
O=C(COc1ccc(Br)cc1)N(Cc1ccco1)C1CCS(=O)(=O)C1 (stereo not given),-13,1.5,14,-7,-16,4,0,-2,7
Cc1nn(C(=O)c2cc3sccc3[nH]2)c(C)c1C,-11,-0.2,16,11,-6,-9,-3,-7,-2
Cc1ccc(-c2cc(Cc3ccc(F)cc3)c(=O)[nH]n2)cc1,-3,-0.1,-19,-9,15,5,3,1,-35
O=C(/C=C/c1ccc(Cl)cc1)N1CCN(c2c(Cl)cccc2[N+](=O)[O-])CC1,-20,0.6,13,5,-7,-2,1,-4,-4

# A draw from above in order of count of non-hydrogen atoms, lowest first.
SMILES,CHO parental Ca,CHO-K1 Ca ag,M1 PAM parental,CHRM1 antagonist,CHO-K1 Ca antag,CHRM1 PAM,TAAR1 ag,CHRM1 agonist,TAAR1 antagonist
O=[N+]([O-])c1ccc(SCCO)nc1SCCO,-5,0.3,-17,-10,5,6,5,-1,-13
CCCc1cc(=O)[nH]c(SCC(=O)Nc2nonc2C)n1,2,0.5,3,17,9,-8,1,-2,-37
Cc1cc(C)c(C(=O)COC(=O)c2c(C)noc2C)cc1C,-23,0.3,12,-14,-19,11,2,-5,6
CN1CCN(C(=O)CCN2C(=O)/C(=C\c3ccc(Cl)cc3)SC2=S)CC1,-7,0.3,12,19,5,-6,nt,-4,nt
Cc1cc(OCC(=O)OCC(=O)N(Cc2ccccc2)C(C)(C)C)ccc1Cl,nt,0.2,-2,2,-2,-2,-1,-4,-3
COc1cccc(C(=O)C2CCCN(Cc3cn(CC(N)=O)c4ccccc34)C2)c1 (stereo not given),-11,-0.1,-11,0,32*,-3,3,-13,15

# Continued:
SMILES,CHO parental Ca,CHO-K1 Ca ag,M1 PAM parental,CHRM1 antagonist,CHO-K1 Ca antag,CHRM1 PAM,TAAR1 ag,CHRM1 agonist,TAAR1 antagonist
COc1ccc(/C=C/C(=O)NNc2cc(=O)n(C)c(=O)n2C)cc1OC,4,13,19,-18,1,14,3,2,-20
COc1ccc2cc(C(=O)C3CCCN(Cc4cccc(C)n4)C3)ccc2c1 (stereo not given),-19,5.0,12,60*,-17,-27,3,-7,4
COc1ccc(-c2nnn(CC(=O)N(CC(=O)NC3CCCC3)c3cccc(C)c3)n2)cc1OC,-21,0.6,7,-6,-7,4,7,-6,-1
O=C1c2ccccc2C(=O)N1OCc1ccccc1[N+](=O)[O-],-10,0.2,-3,1,0,-2,2,-10,-36
Cc1ccc(OCCn2c(=S)[nH]c3ccccc32)c(C(C)C)c1,-9,-0.1,1,-32,5,27,2,6,24
CC(=O)[C@H]1CC[C@H]2[C@@H]3C=CC4=CC(=O)CC[C@@]4(C)[C@@H]3CC[C@]12C,-7,1.8,11,-18,-4,-6,0,-5,1
CCOc1ccc(N2C(=O)CC(NCCc3ccc(S(N)(=O)=O)cc3)C2=O)cc1 (stereo not given),-1,0.2,8,2,4,1,-4,-4,-1
Cc1cc(C)cc(NC(=O)N2CCCN(c3c(Cl)cncc3Cl)CC2)c1,-10,0.1,-15,-12,2,12,0,-2,10
C=CCN(CC=C)C(=O)c1cc(Cl)ccc1[N+](=O)[O-],-13,0.1,21,-2,-12,-1,0,-4,8
CCCCN=c1scc(-c2ccc3c(c2)NC(=O)CO3)n1N=C1CCCC1,-16,2.4,9,9,0,-7,nt,-7,nt
COc1ccc(CCNc2nc(-c3cccnc3)cs2)cc1OC,-7,6.8,11,0,-1,1,15,1,22
NC(N)=NN=C1c2ccccc2-c2ccccc21,-5,10,11,14,3,-5,6,-1,-1
CCOc1ccc(NC(=O)Cc2ccc(S(=O)(=O)N3CCCCC3)cc2)cc1OCC,-20,0.7,-7,3,-8,-3,-2,-3,8
Cc1ccc(C)c2nc3sc(C(=O)O)cc3cc12,-5,-0.2,11,-5,-3,5,14,-2,-6
CC(O)c1nc2ccccc2n1CC(=O)Nc1ccc(F)cc1Cl (stereo not given),-10,-0.3,14,-7,-8,7,11,-4,4
COc1ccc(N2CCN(S(=O)(=O)c3ccc(-c4cnc(C5CC5)o4)cc3)CC2)cc1,-4,0.0,10,-11,-4,5,nt,-3,nt
O=C(Nc1nnc(SCC(=O)N2CCCCC2)s1)c1c(F)cccc1F,4,0.3,-5,-27,-23,28*,3,4,2
COc1ccc(C(=O)NCCCn2ccnc2)cc1[N+](=O)[O-],-7,0.3,14,-10,-16,9,1,-6,-26
Cc1ccc(CCNC(=O)c2cccc(N3CCCC3=O)c2)cc1,-11,0.9,14,2,-8,-2,nt,-1,nt
CC1CCN(CCCNc2cc(NCCO)c([N+](=O)[O-])c3nonc23)CC1,0,1.1,6,-1,-19,4,1,-11,-4
CCOC(=O)C1CCN(Cc2cc(C(C)(C)C)c(O)c(C(C)(C)C)c2)CC1,-23,0.1,10,0,-2,-1,1,-5,-3
O=C(Cc1ccccc1)Nc1cccc(NC(=O)c2ccccc2)c1,-15,0.7,-14,-18,1,10,1,-2,8
COc1ccc(N(C(=O)c2snc(C(N)=O)c2N)C(C(=O)NC2CCCC2)c2ccc(OC)c(OC)c2)cc1 (stereo not given),-17,2.5,-8,8,-10,0,1,-4,2
Cc1sc2ncnc(N3CCC(C(=O)Nc4ccc(S(N)(=O)=O)cc4)CC3)c2c1C,-18,0.9,0,0,-11,5,9,-3,-7
O=C(NC1CCCC1)C(c1cccnc1)N(Cc1ccccc1)C(=O)c1csnn1 (stereo not given),2,0.7,-5,2,-2,-5,-2,-4,-8
